Screening results (PubChem)
FUS yeast rescue = suppressors of FUS proteinopathy in yeast; S. cerevisiae FUS-expressing, growth rescue, OD600, 24 h; Potency, µM (series often up to 76.6 µM), for inactives: top-dose growth rescue (activation), most hits filed as activators; 390,000 tested, 0.24% active; AID 1347120;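 note: potency is the fitted concentration of half-maximal effect; plate controls were DMSO vehicle for no effect and reference control for full effect; nearly all actives have a fitted effect of over 55% in size; some results filed as inactive show a strong effect at the top dose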
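Restored growth of FUS-toxic S. cerevisiae, read as 600 nm absorbance after 24 h at 30C in galactose medium (starting OD 0.005). Controls CP55940 and DMSO.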
Akt phos inh = Akt phosphorylation inhibition; 360,000 tested, 0.32% active; activity change, % for hits at 50 µM; Neuro2A IGF-stimulated pAkt S473 HTRF, 20 min; hits give low values; in the data active = activity change below about -80%; inconclusive = mostly about -51% to -80%; note: % is set by controls: 0 for no effect and ±100 for the full control effect
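Neuro2A cells (4,500/well, DMEM with 0.5% FBS) were treated with compound at a single 50 µM final concentration, stimulated with 6 nM IGF for 20 min at 37 °C, and lysed. Phospho-Akt Ser473 was read by HTRF as 665/615 ratio ×10^4.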
GLP1R cytotox = cytotoxic in the GLP-1 receptor inverse agonist counter-screen; AID 624418; HEK293 cAMP-luciferase reporter cells, luminescence, 24 h; Potency, µM (titrated, usually from 38.3 µM), inactives show at the highest dose activity change, negative = inhibition, hits mostly inhibitors; 410,000 tested, 0.13% active;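 note: loss of luciferase light is scored as toxicity; potency is the fitted concentration of half-maximal effect; % is set by controls: 0 for no effect and ±100 for the full control effect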
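Quantitative HTS format, 1536 wells, 200 cells/uL seeded. Compounds: 23 nL, 24 h, 37 °C. Detection: luciferase reagent, luminescence at 12 min RT; decreased signal taken as cytotoxic.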
GLP1R inv ag = inverse agonists of human GLP-1 receptor; 410,000 tested, 1.6% active; AID 624417; Potency, µM (highest dose often 38.3 µM), inactives show at the top dose activity change, negative = inhibition, usual class: inhibitors; P43220; HEK293 GLP-1R CRE-luciferase, luminescence, 24 h; GLP-1R form is constitutively active; note: potency is the fitted concentration of half-maximal effect; % is set by controls: 0 for no effect and ±100 for the full control effect; nearly all actives have a fitted effect of over 55% in size
Target sequence (P43220 whole entry, looked up): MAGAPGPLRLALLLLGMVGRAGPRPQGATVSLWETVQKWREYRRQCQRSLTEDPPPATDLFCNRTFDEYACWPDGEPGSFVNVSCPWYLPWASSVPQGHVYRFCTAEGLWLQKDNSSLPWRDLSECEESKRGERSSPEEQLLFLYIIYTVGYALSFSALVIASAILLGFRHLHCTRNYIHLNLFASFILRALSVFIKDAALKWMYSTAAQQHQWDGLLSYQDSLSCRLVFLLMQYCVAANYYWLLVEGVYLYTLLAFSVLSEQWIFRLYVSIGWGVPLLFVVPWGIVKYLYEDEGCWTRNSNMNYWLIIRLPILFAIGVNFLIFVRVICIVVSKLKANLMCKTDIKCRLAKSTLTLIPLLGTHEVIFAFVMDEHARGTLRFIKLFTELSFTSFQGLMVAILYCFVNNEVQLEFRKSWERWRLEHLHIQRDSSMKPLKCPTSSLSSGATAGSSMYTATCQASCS
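HEK293 cells stably co-expressing a cAMP-responsive luciferase reporter and constitutively active GLP-1R were seeded, incubated 12 h, then exposed to compounds for 24 h at 37 C. Luminescence was read 12 min after detection reagent; inverse agonists lower signal.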
TDP-43 yeast inh = rescues yeast growth from TDP-43 toxicity; TDP-43 expressing yeast growth rescue, BacTiter-Glo, 24 h; Potency, µM (doses to about 46.1 µM), without a hit: at the highest dose growth rescue (activation), actives largely listed as activators; 410,000 tested, 1.8% active; note: potency is the fitted concentration of half-maximal effect; % of control where 0% means no effect; nearly all actives have a fitted effect of over 50% in size
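Readout is BacTiter-Glo luminescence of cell growth, so inhibitors register as activators. TDP-43-expressing yeast at OD600=0.02 in galactose medium, after raffinose pregrowth to mid-log, were incubated with compound for 24 hr at 30 deg C.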
PTHR1 ag = agonists of human PTHR1 parathyroid hormone receptor; AID 743266; Q03431; 410,000 tested, 0.075% active; Potency, µM (series often up to 115 µM), for the others: at the highest dose activation, usual class: activators; HEK293 GP2 PTHR1 cells, GloSensor cAMP luminescence, 1 h; note: potency is the fitted concentration of half-maximal effect; nearly all actives have a fitted effect of over 55% in size; some results filed as inactive show a strong effect at the top dose; inactives centre near -15; many of its hits are not listed in these tables
Target sequence (Q03431 whole entry, looked up): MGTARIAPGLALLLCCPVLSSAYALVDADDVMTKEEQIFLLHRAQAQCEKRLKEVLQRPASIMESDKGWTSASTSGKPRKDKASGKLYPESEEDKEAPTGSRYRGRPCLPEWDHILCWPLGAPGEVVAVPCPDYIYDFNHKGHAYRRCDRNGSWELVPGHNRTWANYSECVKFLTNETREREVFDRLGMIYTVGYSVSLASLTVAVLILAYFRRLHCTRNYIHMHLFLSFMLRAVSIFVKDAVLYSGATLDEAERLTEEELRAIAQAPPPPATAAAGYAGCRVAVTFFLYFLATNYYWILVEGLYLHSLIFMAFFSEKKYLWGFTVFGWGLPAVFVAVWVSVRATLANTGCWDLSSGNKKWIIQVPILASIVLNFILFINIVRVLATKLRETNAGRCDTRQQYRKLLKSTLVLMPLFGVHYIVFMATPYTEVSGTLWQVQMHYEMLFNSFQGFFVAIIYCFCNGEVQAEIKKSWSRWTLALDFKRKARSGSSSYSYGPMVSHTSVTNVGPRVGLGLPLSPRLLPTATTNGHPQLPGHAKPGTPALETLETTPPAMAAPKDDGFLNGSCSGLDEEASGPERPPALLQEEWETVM
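HEK-293-derived GP2 cells expressing PTHR1 and a GloSensor cAMP reporter, 3,000/well, plated overnight, given luciferin plus IBMX (each 0.5 mM as added) for 1 h at 37 °C, then compound for 1 h at 37 °C. Luminescence was read after 15 min at room temperature.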
Mm-Cpn inhibitor = M. maripaludis TRiC chaperonin inhibition; purified Mm-Cpn ATPase, ADP Transcreener TR-FRET; Potency, µM (doses to about 76.9 µM), for inactives: at the top dose activity, negative = inhibition, actives largely listed as inhibitors; 330,000 tested, 0.031% active; AID 504842; note: potency is the fitted concentration of half-maximal effect; % is set by controls: 0 for no effect and ±100 for the full control effect; nearly all actives have a fitted effect of over 80% in size
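ATPase read-out: TR-FRET ADP immunoassay (anti-ADP Eu cryptate vs ADP-d2), ex 320 nm, em 590/665 nm; signal drops as ADP forms. Enzyme 25 nM, ATP 10 uM, 30 min at 37°C after 10 min compound preincubation.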
Abeta rescue = restores growth of yeast expressing A-beta42 peptide; yeast expressing A-beta42, growth rescue, OD600, 48 h; response scale: 0% DMSO, 100% iron-clioquinol control; Potency, µM (titrated, usually from 46.1 µM), for inactives: at the top dose growth rescue, usual class: activators; 410,000 tested, 0.063% active; note: potency is the fitted concentration of half-maximal effect; nearly all actives have a fitted effect of over 55% in size
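Growth rescue measured by 600 nm absorbance after 48 h yeast culture at 30 C with compound. Values normalized between DMSO and an equimolar ferric chloride plus clioquinol control.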
aSyn rescue = rescues yeast growth from alpha-synuclein toxicity. Yeast expressing alpha-synuclein, growth rescue, BacTiter-Glo, 24 h. Potency, µM (titrated, usually from 46.1 µM), for the others: at the highest dose growth rescue (activation), most hits filed as activators. 370,000 tested, 0.14% active; note: potency is the fitted concentration of half-maximal effect; % of control where 0% means no effect; nearly all actives have a fitted effect of over 65% in size
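Readout is rescue of growth in alpha-synuclein-expressing yeast, so inhibitors of toxicity appear as activators. Growth after 24 hr at 30 deg C in galactose medium is quantified by luminescence.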
* marks the source's active call; other numbers are inactive results; i = inactive; u = inconclusive; x = not tested or not shown; [ ] = dose if it differs, or a comment. Unless noted, calls come from the whole dose curve; as a rule, active = well fitted curve in the direction sought with a large enough effect; inconclusive = small, poorly fitted or top-dose-only effect, or another doubt; inactive = no such curve, though single readings can be large; an effect the other way counts as inactive or inconclusive. This is a subset, so the mix of outcomes need not match the whole.

Screens in order – GLP1R inv ag, TDP-43 yeast inh, Akt phos inh, aSyn rescue, GLP1R cytotox, Abeta rescue, FUS yeast rescue, Mm-Cpn inhibitor, PTHR1 ag
1) CCC(C)(C(=O)NC1CCCCC1)N(C(=O)C1CCC(=O)N1)c1ccccc1 (stereo not given)
  3%, 3%, i, 4%, -10%, 0%, 7%, 1%, i
2) Cc1ccc(/C=C2/Sc3ccc(C(=O)NCc4ccccn4)cc3NC2=O)cc1
  14%, -11%, i, 0%, 61%[activator], -6%, 37%, 2%, 19%
3) CCOC(=O)Cn1nc(C)n(-c2ccc(Br)cc2)c1=O
  7%, -5%, i, 0%, 6%, -1%, -38%, 3%, i
4) C=CCOC(=O)Nc1nc(CCNC(=O)OCc2ccccc2)c(C(=O)O)s1
  23%, 20%, i, 6%, -7%, -10%, -2%, x, 12%
5) C=CCn1c(SCC(=O)Nc2ccc(NC(=O)c3ccco3)c(OC)c2)nnc1-c1ccncc1
  0%, 3%, i, -3%, -13%, 23%, u, -1%, -4%[57.5 µM]
6) CCc1ccc(-n2nc(CO)c(C(=O)NCCOC)n2)cc1
  17%, 30%, x, x, -7%, 10%, 0%, x, i
7) O=S1OCCN1c1ccccc1 (stereo not given)
  13%, 3%, i, -3%, 5%, -7%, -22%, 1%, 6%
8) CC(C)(C)c1nc(SCC(=O)Nc2ccc3c(c2)OCCO3)c2ccccc2n1
  -4%, -16%, x, -3%, -13%, -4%, 24%, -1%, -2%[57.5 µM]
9) CC1=C/C(=N\NC(=O)c2ccc(O)cc2)CC1
  22%, 7%, i, -4%, 5%, -3%, 3%, -1%, i
10) COCCNC(=O)C(OC(=O)c1ccco1)c1ccccc1F (stereo not given)
  7%, -19%, i, 1%, 2%, -17%, 3%, -1%, i
11) Cc1cc(C)cc(C(=O)Nc2ccc(NC(=O)c3cccs3)cc2)c1
  u, -15%, i, 3%, u, 0%, -5%, 2%, -6%
12) CCOc1ccc(C(C)=O)cc1N1C(=O)C2C3C=CC(C3)C2C1=O (stereo not given)
  0%, -5%, i, 0%, 6%, -14%, 44%, 2%, i
13) Cn1c(=O)oc2cc(S(=O)(=O)Nc3ccc(F)cc3)ccc21
  7%, 13%, i, 1%, -3%, 2%, -8%, 0%, -12%
14) CCN(CC)CCCNC(=O)CCC(=O)Nc1ccc2nc(N3CCC(C)CC3)cc(C)c2c1
  7.1µM*, 13%, i, 3%, 16%, 11%, -1%, 0%, i
15) Cc1ccc(CN2CCC(n3nccc3NC(=O)CCCc3ccccc3)CC2)o1
  -21%, 14%, i, 0%, -8%, -12%, 21%, -2%, -9%
16) Cc1cc(OCC(=O)N(C)Cc2ccccc2)cc(C)c1Cl
  u, 15%, i, 14%, 14%, 29%, 21%, 1%, -17%
17) O=C(NC1CCCCC1)OC1CC2CC1[C@H]1CCCCN1C2=O (stereo not given in full)
  5%, 16%, i, -13%, 1%, -5%, -11%, x, -3%
18) Cn1c(=O)c(Sc2ccccc2)c(O)c2ccccc21
  4%, 13µM*, i, -6%, 2%, -60%[inhibitor], 6%, -10%, -34%[inhibitor]
19) Cc1ccc(S(=O)(=O)c2c(Nc3ccc(C)c(C)c3)sc(C(=O)c3ccc4c(c3)OCO4)c2N)cc1
  u, 7%, x, x, -7%, -9%, 43%, x, i
20) CCCCn1c(N)c(N(CC(C)C)C(=O)c2oc3ccc(Br)cc3c2C)c(=O)[nH]c1=O
  u, -14%, i, -4%, -17%, 4%, 25%, -2%, -17%
21) COc1ccc(C(=O)c2oc3ccccc3c2NC(=O)COc2ccc(C)cc2)cc1
  -2%, -4%, x, x, 11%, -14%, -7%, x, -8%
22) O=C(CCC(=O)N1CCN(S(=O)(=O)c2ccc3ccccc3c2)CC1)NCC(F)(F)F
  4%, -26%, i, -4%, -5%, -16%, 15%, 0%, -9%
23) Cc1c(CN2CCN(c3cccc(C(F)(F)F)c3)CC2)c(=O)n(-c2ccccc2)n1C
  u, -3%, i, 7%, 54%[activator], 26%, 24%, 2%, 15%
24) O=C(NC1CCCCCC1)c1cccc(S(=O)(=O)N2CCOCC2)c1
  -6%, -10%, i, -8%, -2%, -1%, 8%, 3%, i
25) CC(C)OCCCNc1ncc2c(n1)CC(c1ccccc1)CC2=O (stereo not given)
  u, 5%, i, -2%, -12%, -25%, 26%, -1%, -12%
26) Cc1cccc(CN(CC(=O)N/N=C/c2ccco2)S(=O)(=O)c2ccc(Cl)cc2)c1
  u, 6%, i, 29%, 1%, 26%, u, -5%, -15%[57.5 µM]
27) COc1ccc(NC(C)=O)cc1NC(=O)c1ccc2ccccc2c1
  29%, 12%, i, 5%, 8%, 2%, -6%, 1%, i
28) O=C1C=C(c2ccc(C(=O)O)cc2)C[C@@H](c2ccc(F)cc2)C1
  70%[activator], 9%, i, 23%, -3%, -5%, -13%, 3%, -1%
29) COc1cc(OC)c(OC)cc1CN1CCN(Cc2cccc(F)c2)CC1
  2%, -20%, i, -3%, -6%, u, -32%, -2%, u
30) O=C1CCN(C(=S)NCc2ccccc2)CC1
  3%, 12%, i, 4%, -4%, 2%, -11%, 3%, i
31) COC(=O)c1ccc(NC(=O)C[n+]2ccccc2C)cc1
  11%, 8%, i, -3%, -4%, 2%, -17%, 0%, -24%
32) CSc1nnc(C)c(/C=C/Nc2ccc(F)cc2F)n1
  91%[activator], -7%, i, 23%, -2%, -11%, 3%, 0%, -3%
33) CCN(CC)S(=O)(=O)c1ccc(NC(=O)COC(=O)CNC(=O)C2CCCCC2)cc1
  5%, 7%, i, -5%, -10%, -13%, 21%, -4%, i
34) C[C@@H]1CN([C@@H](C)CO)C(=O)c2cc(Br)cnc2O[C@H]1CN(C)C(=O)CCN1CCCCC1
  1%, 7%, i, 0%, -19%, -15%, -17%, x, -28%
35) CC1CC(C)CN(CC(=O)N2CCCc3c2c(=O)oc2ccc(OCc4ccccc4)cc32)C1 (stereo not given)
  u, -1%, i, -8%, -21%, 7%, 17%, 1%, -31%[inhibitor][57.5 µM]
36) Cc1ccc(-c2c(CN3CCN(c4cc(Cl)ccc4C)CC3)csc2C)cc1
  -17%, u, x, x, 6%, -59%[inhibitor], 9%, x, i
37) CC1CCN(C(=O)c2cc3c(=O)n4ccccc4nc3s2)CC1
  104%[activator], 8%, i, 29%, 102%[activator], -4%, 20%, -3%, i
38) C[C@@H]1COc2cc(N3CCC[C@H]3CO)ccc2S(=O)(=O)N1
  13%, 12%, i, 5%, 3%, -8%, -19%, x, -17%
39) Cc1ccc([N+](=O)[O-])cc1NC(=O)CN(C(=O)c1ccc(Cl)cc1)C1CCCCC1
  u, u, i, 20%, u, 2%, u, 4%, -37%[inhibitor]
40) O=C(Cn1cc([N+](=O)[O-])cn1)NCc1cc2ccccc2[nH]1
  -9%, 7%, i, 1%, 2%, 9%, x, 0%, i
41) COc1ccccc1NC(=O)CN(Cc1ccco1)C(=O)c1ccc(Cl)nc1
  1%, 2%, i, -2%, 19%, 4%, -25%, 1%, 13%
42) Cc1ccc(C)c(N(CC(=O)NC2CCCC2)C(=O)c2oc(C(C)(C)C)cc2C)c1
  -8%, -15%, i, -30%[inhibitor], u, -28%, 23%, 0%, -1%[57.5 µM]
43) CC(C)c1nn2c(=O)cc(COC(=O)c3cccc(NC(=O)c4cccs4)c3)nc2s1
  -9%, 22%, x, x, -8%, 3%, 9%, x, -23%
44) O=C(Nc1ccccc1Cl)N1CCN(c2ccccn2)CC1
  -5%, -9%, i, 2%, -11%, 23%, 9%, 1%, 0%[57.5 µM]
45) COc1ccc(N(CC(=O)Nc2ccccc2C(=O)NCc2ccco2)S(C)(=O)=O)cc1
  4%, -17%, i, 10%, -21%, 20%, 15%, 0%, -9%[57.5 µM]
46) O=C(CN1CCN(S(=O)(=O)c2ccc(F)cc2)CC1)Nc1cc(C(F)(F)F)ccc1Cl
  14%, -8%, i, 2%, -3%, -2%, 16%, -8%, -85%[inhibitor][57.5 µM]
47) CC(=O)NCC(=O)NNC1CC(=O)N(c2cccc(Cl)c2)C1=O (stereo not given)
  -1%, -18%, i, 6%, -2%, -18%, -7%, 0%, i
48) CCOc1ccc(NS(=O)(=O)c2ccc(C(=O)NCCN3CCOCC3)cc2)cc1
  -4%, 4%, i, -4%, -4%, 5%, -1%, 2%, i
49) O=C1CN(C(=O)CSc2nncs2)c2ccccc2N1
  -2%, 5%, i, 0%, -9%, 5%, 6%, -4%, i
50) CSc1nsc(SC)c1NC(=O)Nc1ccccn1
  5%, 0%, x, -1%, -8%, -3%, 25%, -7%, -47%[inhibitor][57.5 µM]
51) C=CCN(C1CCCCC1)S(=O)(=O)c1ccc2c(c1)oc(=O)n2C
  -12%, 24%, i, 15%, 0%, 0%, 17%, 0%, -10%
52) COc1ccc(Cn2c(=O)c3oc4ccccc4c3n(Cc3cccc(F)c3)c2=O)cc1
  2%, 7%, x, x, 17%, -32%, -2%, x, i
53) O=C(NCC(=O)N1CCN(S(=O)(=O)c2cccs2)CC1)c1ccc(Cl)cc1
  -9%, -2%, i, 2%, -8%, -7%, -3%, 1%, -18%
54) Cc1ccc(-n2ncc3c(=O)n(-c4ccc(C)c(C)c4)c(-c4ccco4)nc32)cc1
  -15%, 15%, i, 20%, -4%, -2%, 36%, -6%, -25%
